miR122 inh: miR-122 Renilla sensor signal increase in Huh7, primary screen, miR-122 inhibitor project, cell-based, single point, plate reader; Huh7 miR-122 Renilla luciferase sensor, 48 h; neutral wells = 0, positive control = 100; activation (reporter increase), % at 12.5 µM; 340,000 compounds, 0.3% hits; AID 602342, 2012;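 active = mean replicate activation score at least 90 and every replicate individually at or above 90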;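 note: higher luciferase means less miR-122 activity so hits act as miR-122 inhibitors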
* marks the source's active call; other numbers are inactive results; & = joins results of further samples. Only part of the results is shown. The share of hits here may be higher or lower than overall.

| SMILES | miR122 inh |
| --- | --- |
| O=C(NNC(=O)c1ccc2c(c1)OCO2)NC1CCCCC1 | 20 |
| CCC1(C)CC(CC(=O)O)(c2ccccc2OC)CCO1 (configuration not stated) | 3 |
| c1cncc(-c2nc(N3CCOCC3)c3ccccc3n2)c1 | 4 |
| C#CCOCCOCCOCCNc1nc(N2CCN(C(=O)[C@H](CCC(=O)O)n3cc(C(N)Cc4ccc(O)cc4)nn3)CC2)nc(N2CCN(C(=O)[C@H](Cc3cc4ccccc4[nH]3)n3cc(C(N)[C@H](C)CC)nn3)CC2)n1 (some centres not stated) | -3 |
| Cc1nc(CCNC(=O)Cc2ccccc2)cs1 | -7 |
| CCn1c(NC(=O)c2ccc(C)cc2)c2ccccc2nc1=O | 1 |
| CCNC(=O)CCC(=O)Nc1cc(Cl)ccc1C | -36 |
| Cc1ccc(-c2nnc(SCC(=O)NNC(=O)COc3cccc(C)c3)n2C)cc1 | -2 |
| CCOc1nc(-c2ccc(C)cc2)ccc1-c1noc(COC)n1 | 7 |
| O=C1c2ccccc2C(=O)N1CC1c2ccccc2CCN1S(=O)(=O)c1cnc[nH]1 (configuration not stated) | -3 |
| Nc1nc(CN2CCN(c3cccc(Cl)c3)CC2)nc(N2CCCc3ccccc32)n1 | 2 |
| CC(=O)Nc1ccc(S(=O)(=O)N(C)CC(=O)NC2=NCCS2)cc1 | -3 |
| COCCNC(=O)CN(CC1CCCO1)C(=O)CCC(=O)Nc1ccccn1 (configuration not stated) | -4 |
| COc1ccccc1Cn1c(-c2ccccc2OC)nc2ccccc21 | -3 |
| O=C(COc1cccc(Oc2ccccc2)c1)Nc1ncccn1 | -2 |
| O=C(CCNC(=O)Cn1ccc2ccccc2c1=O)NCCCN1CCN(c2ccccc2F)CC1 | 1 |
| CC(C)C[C@@H]1NC(=O)[C@H](CO)NC(=O)c2cc([N+](=O)[O-])cc(I)c2OCC[C@@H](C(N)=O)NC1=O | 2 |
| COc1ccccc1CNC(=O)c1ccccc1NS(C)(=O)=O | -4 |
| Cn1c(=O)n(CCCOc2ccc(Br)cc2)c2ccccc21 | -4 |
| O=C(CSc1nnnn1-c1ccc2c(c1)OCO2)NCc1cccs1 | -2 |
| COc1ccc(OC)c(S(=O)(=O)Nc2ccc(C(C)=O)cc2)c1 | 100* |
| S=C(NCCc1ccc(Cl)cc1)NCc1ccccc1 | 1 |
| COc1cc(C)ccc1OCCOc1c(Cl)cc(Cl)cc1Cl | -2 |
| Cc1noc(C)c1CSc1nc2ccccc2nc1NS(=O)(=O)c1ccc(Cl)cc1 | -1 |
| Cc1nc2scc(-c3ccccc3)c2c(=O)n1N | 13 |
| CC(Oc1ccc(-c2ccccc2)cc1)C(=O)N1CCOCC1 (configuration not stated) | 2 |
| CCn1c(O)c(C=Nc2ccccc2)oc1=S | -7 |
| COc1cccc(-n2c(C)nc3c(cnn3-c3ccc(C)cc3)c2=O)c1 | -4 |
| CS(=O)(=O)N1CCC(c2noc(-c3ccc(C(F)(F)F)cc3)n2)CC1 | -5 |
| CCc1cc2c(cc(C(=O)O)n2C)s1 | 1 |
| CCCNC(=O)c1ccc(-c2nc3ccccc3s2)s1 | 6 |
| CCOC(=O)c1sc(NC(=O)c2cccc(S(=O)(=O)N3CCN(C)CC3)c2)cc1C | 17 |
| Cc1cc(NS(=O)(=O)c2ccc(NC(NC(=O)C(C(F)(F)F)C(F)(F)F)(C(F)(F)F)C(F)(F)F)cc2)no1 | 2 |
| Cc1cccc(N2CCN(C(=O)Cn3ccc4ccccc4c3=O)CC2)c1C | -9 |
| COc1ccccc1N1CCSC1C(N)=O (configuration not stated) | 4 |
| O=C(CSc1nc2nc[nH]c2c(=O)[nH]1)NC1CCCCC1 | 0 |
| Cc1nc(NC(=O)c2ccc(F)cc2)nc2cc3c(cc12)OCO3 | 17 |
| O=C(Nc1nnc(S(=O)(=O)N2CCCC2)s1)c1cccc([N+](=O)[O-])c1 | 4 |
| COc1ccc2nc(NC(=O)C3CCN(S(=O)(=O)c4cccs4)CC3)sc2c1 | -4 |
| COc1ccccc1CNC(=O)COC(=O)c1ccc(S(=O)(=O)N2CCCC2)cc1 | -6 |
| Clc1ccccc1-c1nc(-c2cccnc2)no1 | -1 |
| Cc1c(Br)c([N+](=O)[O-])nn1CC(=O)NCc1cccs1 | -3 |
| BrC(/C=N/Nc1nc(N2CCOCC2)nc(N2CCOCC2)n1)=C/c1ccccc1 | -5 |
| CCCCC[C@H](O)/C=C/[C@@H]1[C@@H](CCCCCCC(=O)O)[C@@H](O)C[C@H]1O | -7 |
| CCNc1ccc(Br)cc(C(=O)/C=C/c2ccc(Cl)cc2)c1=O | 4 |
| Cc1ccc(Sc2c(C)[nH]n(C(C)(C)C)c2=O)cc1 | 10 |
| COc1ccc(-n2ccc(-c3nn(-c4cccc(C(F)(F)F)c4)ccc3=O)n2)cc1 | -1 |
| COc1cccc(-n2ccnc2SCC(=O)Nc2ccccc2)c1 | -1 |
| O=C(NC1CCCCC1)C(c1ccncc1)N(C(=O)Cn1nnc(-c2cccs2)n1)C1CCCC1 (configuration not stated) | 6 |
| CCn1c(=O)n(CC)c2cc(S(=O)(=O)N3CCOCC3)ccc21 | -4 |
| Cc1cc(Oc2ccccc2)nc(-c2ccccc2O)n1 | -7 |
| Nc1cc(-c2ccccc2)nn1Cc1ccc(Cl)cc1 | -5 |
| CC(C)CCNC(=O)CN(CCN1CCOCC1)C(=O)Cn1nnc(-c2ccc(F)cc2)n1 | 0 |
| CCC(CCC(=O)Nc1cccc(C(=O)O)c1)C(=O)O (configuration not stated) | -4 |
| c1cnc2c(SCc3ccc(-c4nnco4)cc3)cccc2c1 | 0 |
| COCCCn1c(Cc2csc(Nc3ccc(F)cc3)n2)nnc1SCC(N)=O | 2 |
| COc1ccccc1NC(=O)c1nn(-c2ccc(F)c(F)c2)ccc1=O | 3 |
| COC(=O)c1ccc(-c2nc(O)c3cnccn23)cc1 | -31 |
| O=C(c1ccc(COc2ccccc2Cl)o1)N1CCCC1 | -4 |
| CCc1cc2cc(C)cc(C)c2nc1SCC(=O)N1CCCC1 | -2 |

Next results follow:
Molecule,miR122 inh
O=C(Cc1ccccc1)N/N=C/c1ccccc1Cl,-5
CC(C)(C)/C(O)=C(/C#N)c1nc2ccccc2[nH]1,4
COc1ccc(N2C(=O)CC(Sc3ncccc3C(=O)O)C2=O)cc1 (configuration not stated),-3
COC(=O)CSC1=C(C#N)C(c2ccc(Cl)cc2)C(C(=O)OC)C(=O)N1 (configuration not stated),-1
CCOC(=O)C(N)CSC1CC(=O)N(c2ccc(C(=O)OC)cc2)C1=O (configuration not stated),-2
Cc1nnc(NC(=O)C2CCCN(S(=O)(=O)Cc3ccccc3)C2)s1 (configuration not stated),-6
O=C(CCN1CCN(C(=O)c2ccco2)CC1)Nc1ccc(F)cc1,-5
COC(=O)c1cc(OC)c(OC)cc1NC(=O)CCc1ccc(C)o1,-6
COc1ccc(C2(CNC(=O)CCC(=O)O)CCCC2)cc1,10
COC(=O)c1ccc(C2CC(=O)NC3=C2C(=O)CCC3)cc1 (configuration not stated),-11
O=C(CCN1C(=O)c2ccccc2C1=O)Nc1ccc(-c2nc3ccccc3o2)cc1,21
Cc1ccccc1-n1c(SCC(=O)c2cc(C)n(C)c2C)nnc1-c1cccnc1,-7
Cc1cccc(/C=N\NC(=O)c2csnn2)c1,3
COC(=O)C1(S(=O)(=O)c2cc(Br)cc3c2N(C(C)=O)CC3)CC1,4
CCN(CC)C(=O)CSc1nc2ccccc2c(=O)n1OC,6
CN(C)c1ccc(NC(=O)CN2CCN(CC(=O)Nc3ccc(F)cc3)CC2)cc1,-5
COc1ccc(-c2noc(CCC(=O)Nc3cc(OC)ccc3OC)n2)cc1,-5
COc1ccccc1NC(=O)CN1CCN(c2ccc(Cl)cc2)CC1,-2
COC(=O)CSc1nc2c(c(-c3ccco3)c1C#N)CCCC2,0
Cc1ccc(S(=O)(=O)/N=C/c2ccco2)cc1,-5
CCc1nnc(NC(=O)Cn2nnc(-c3ccccc3F)n2)s1,-7
CCCN(CC(=O)Nc1c(C)cccc1CC)C(=O)SCC,6
CCC(=O)Nc1cc(Cl)ccc1N1CCN(C(=O)CC)CC1,9
Cc1onc(-c2ccccc2Cl)c1C(=O)Nc1ccc(CN2CCCC2)cc1,2
COC(=O)Sc1nc(N2CCOCC2)c2c(c1C#N)CC(C)(C)OC2,4
C/C(=N\NC(=O)c1nnn(-c2nonc2N)c1CN(C)c1ccccc1)c1ccccn1,3
Cc1ccccc1Nc1nc(N)nc(CSCc2c(C)noc2C)n1,-3
O=c1c2ccccc2nc(SCc2nc(-c3ccccc3)no2)n1-c1ccc(F)cc1,-3
CCOC(=O)c1ccc(N2C(=O)c3n[nH]c(C)c3C2c2cccnc2)cc1 (configuration not stated),2
CC(C)C(=O)N1CCCC1(C)C(=O)Nc1ccccc1 (configuration not stated),1
NC(=S)NNC(=O)[C@@H]1CCCC[C@@H]1C(=O)O,-6
C1CCN(c2c3c(nc4nnnn24)CCCC3)CC1,-7
COc1cccc(Nc2nc(NCCO)c3ccccc3n2)c1,-1
COC(=O)c1ccc(NC(=O)C2CCCN2S(=O)(=O)c2ccc(F)cc2)cc1 (configuration not stated),-5
CCOc1ccccc1NC(=O)N1CCC(c2nc3ccc(C)cc3[nH]2)CC1,0
COCc1nnc(NC(=O)c2ccc(S(=O)(=O)N3CCCCCC3)cc2)o1,-3
Nc1cc(OC(=O)c2cccs2)nn1S(=O)(=O)c1ccc(F)cc1,5
CCCCn1c(CN(Cc2ccccc2)Cc2ccccc2)nc2c1c(=O)n(C)c(=O)n2C,-3
C#CCOCCOCCOCCNc1nc(N2CCN(C(=O)CCCCCCCCCCNC(=O)[C@@H](CCC(=O)O)n3cc(CCCCCN)nn3)CC2)nc(N2CCN(C(=O)CCCCCCCCCCNC(=O)[C@H](CCCCN)n3cc(C[C@@H](C)CC)nn3)CC2)n1,0
CCOC(=O)COc1ccc2nsnc2c1,-3

An excerpt of these results, with each value named.
CCOC(=O)c1ccc(N2C(=O)c3n[nH]c(C)c3C2c2cccnc2)cc1 (configuration not stated)
  miR122 inh: 2

CCOC(=O)COc1ccc2nsnc2c1
  miR122 inh: -3

CCc1nnc(NC(=O)Cn2nnc(-c3ccccc3F)n2)s1
  miR122 inh: -7

COC(=O)Sc1nc(N2CCOCC2)c2c(c1C#N)CC(C)(C)OC2
  miR122 inh: 4

The listing continues:
Molecule,miR122 inh
Cc1ccc(/C(O)=C2/C(=O)C(=O)N(Cc3cccnc3)C2c2ccccn2)cc1 (configuration not stated),-1
COc1ccc(-c2nn(-c3ccccc3)cc2C(=O)N2CCOCC2)cc1,7
CC(=O)Oc1cc2cccc(OC(C)=O)c(=O)c2c(OC(C)=O)c1OC(C)=O,-3
COc1ccc(-n2cnc3cc(NCc4cccs4)ccc32)cc1,2
CN(C)S(=O)(=O)N1CCN(C(=O)c2cccc(Br)c2)CC1,-9
COc1cccc2cc(C(=O)N3CCN(c4ncccn4)CC3)c(=O)oc12,4
CC1(C)CC(=O)C2=C(C1)OC(N)=C(C#N)C2CCc1ccccc1 (configuration not stated),5
CCOC(=O)CCP(=O)(O)C(C)(O)c1ccccc1 (configuration not stated),-2
CC1(N2CCOCC2)CC2(O)C(=[N+]1[O-])CCc1c2no[n+]1[O-] (configuration not stated),9
CC(C)Sc1nc2sc3c(c2c2nnc(SCC(=O)NCc4ccco4)n12)CCCC3,2
CC(=O)/C(C[N+]1(C)CCCCC1)=N\O,1
COc1ccc(-c2noc(-c3ccccc3C(=O)Nc3cccnc3)n2)cc1,22
CSc1ccccc1NC(=O)CSCc1ccccc1Br,-2
COc1ccc(CC(=O)Nc2ccc3c(c2)OCO3)cc1S(=O)(=O)N1CCOCC1,1
CNc1sc(C(=O)c2cccs2)c(N)c1-c1nc2ccccc2s1,4
CCSc1nc2ccccc2[nH]1,0&-2
COC(=O)c1cccc(N(C(=O)c2ccco2)C(C(=O)NC2CCCC2)c2ccco2)c1 (configuration not stated),-9
CC(=O)Nc1sc2c(c1C(c1cccs1)N1CCOCC1)CCCC2 (configuration not stated),2
CCOc1ccc(NC(=O)c2ccccc2O)cc1,5
CCN1CCn2c3c(c4cc(C)ccc42)CCCC31 (configuration not stated),9
O=C(Nc1ccccc1)c1ccccc1NS(=O)(=O)c1ccc(Cl)s1,6
Clc1ccc(/C=N/NC(=Nc2ccccc2)c2ccccn2)c(Cl)c1,-6
CSc1cccc(NC(=O)C2CCN(S(C)(=O)=O)CC2)c1,-6
CC(C(=O)OCc1nnc(-c2ccccc2)o1)N1C(=O)c2ccccc2C1=O (configuration not stated),5
Cn1c(SCc2ccccc2)nnc1-c1cccs1,-3
Cc1ccc(C(=O)n2c3ccccc3c3ccccc32)cc1,9
CC(C)CNC(=O)NC(=O)CSc1nc2ccccc2n1CC(C)C,3
O=C(Nc1cn(-c2ccccc2)nc1-c1cccs1)c1ccco1,-4
COc1ccc(NS(=O)(=O)c2ccc(OC)c3ccccc23)cn1,356*
O=C(NCCC1=CCCCC1)C1CCN(Cc2cnn(-c3ccccc3)c2-n2cccc2)CC1,-4
C/C(=N\NC(=O)c1ccccc1C)c1ccc(NC(=O)c2cccs2)cc1,-17
Cc1ccc(Sc2ncnc3onc(C)c23)cc1,3
CC1CCN(S(=O)(=O)c2ccc(NC(=S)NC(=O)c3ccc(Cl)cc3)cc2)CC1,11
Cn1c(=N)n(CC(=O)O)c2ccccc21,6

Shown with the structure last: part of the list above.
miR122 inh	SMILES
-3	Cc1ccccc1Nc1nc(N)nc(CSCc2c(C)noc2C)n1
-3	O=c1c2ccccc2nc(SCc2nc(-c3ccccc3)no2)n1-c1ccc(F)cc1
2	CCOC(=O)c1ccc(N2C(=O)c3n[nH]c(C)c3C2c2cccnc2)cc1 (configuration not stated)
1	CC(C)C(=O)N1CCCC1(C)C(=O)Nc1ccccc1 (configuration not stated)
